KCNQ2 inh: KCNQ2 potassium channel inhibitors, primary screen, cell-based, CHO-K1, FluxOR thallium flux, B-score (AID 2156); 20 min; active compounds read low; B-score at 10 µM; actives 1.1% (n = 310,000);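 active = fluorescence ratio B-score at most minus 3 library SDs, with starting brightness B-score within 2 library SDs, cut at about -5.5 in these data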
Target sequence (O88943 whole entry, looked up): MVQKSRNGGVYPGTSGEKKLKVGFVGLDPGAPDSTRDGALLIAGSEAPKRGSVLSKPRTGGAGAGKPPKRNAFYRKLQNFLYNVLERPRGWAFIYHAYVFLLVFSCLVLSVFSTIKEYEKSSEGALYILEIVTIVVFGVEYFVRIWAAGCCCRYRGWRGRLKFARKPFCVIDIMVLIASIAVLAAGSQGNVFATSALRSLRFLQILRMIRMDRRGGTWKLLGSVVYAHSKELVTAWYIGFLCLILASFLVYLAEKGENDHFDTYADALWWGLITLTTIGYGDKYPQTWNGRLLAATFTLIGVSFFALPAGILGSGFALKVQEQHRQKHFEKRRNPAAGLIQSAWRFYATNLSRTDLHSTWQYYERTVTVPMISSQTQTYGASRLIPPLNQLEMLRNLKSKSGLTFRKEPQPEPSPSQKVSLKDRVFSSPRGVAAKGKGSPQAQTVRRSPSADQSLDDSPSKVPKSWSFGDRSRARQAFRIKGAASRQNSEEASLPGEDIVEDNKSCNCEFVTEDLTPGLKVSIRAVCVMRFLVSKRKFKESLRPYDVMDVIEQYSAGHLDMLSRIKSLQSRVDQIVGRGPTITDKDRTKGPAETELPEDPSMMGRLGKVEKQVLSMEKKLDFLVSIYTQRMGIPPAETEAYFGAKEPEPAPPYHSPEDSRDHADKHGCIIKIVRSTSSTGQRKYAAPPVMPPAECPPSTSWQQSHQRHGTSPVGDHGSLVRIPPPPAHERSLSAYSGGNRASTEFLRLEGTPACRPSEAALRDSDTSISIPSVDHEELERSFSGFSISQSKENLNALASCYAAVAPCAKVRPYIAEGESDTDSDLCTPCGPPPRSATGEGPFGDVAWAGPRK
Kir21 block: inhibitors of mouse Kir2.1 inward-rectifier potassium channel. Inward rectifier potassium channel 2 (Mus musculus), P35561. B-score at 10 µM. HEK293-Kir2.1, FluxOR thallium flux fluorescence; active compounds read low. actives 0.85% (n = 310,000). AID 1672, 2009;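 active = fluorescence ratio B-score at or below minus 3 SD of library scores, with starting-brightness B-score within 2 SD, cut at about -4.2 in these data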;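 also: channel flux triggered by added potassium and thallium sulfate stimulus; B-score of peak minus minimum fluorescence over baseline after thallium stimulus; more negative B-score means stronger Kir2.1 block with less thallium influx; some compounds called inactive have numbers as strong as hits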
Active calls of the source: *; i = inactive.

The line under a structure holds: KCNQ2 inh | Kir21 block
OC(CNCC1CCCO1)Cn1c2ccccc2c2ccccc21 (stereo not given)
→ i | -0.93
COCCn1c(-c2ccc(C)cc2)nc2oc3cc(OC)ccc3c(=O)c2c1=O
→ i | -0.97
CC(NC(=O)c1ccco1)C(=O)N1CCCCC1 (stereo not given)
→ i | 0.56
O=C(O)c1ccccc1NC(=O)c1ccccc1-c1ccccc1C(=O)O
→ i | -0.65
CNC(=O)C(=O)Nc1c(C)cc(C)cc1C
→ i | 0
CCOc1cc(/C=N/NC(=O)c2ccc(N(C)S(=O)(=O)c3ccccc3)cc2)ccc1OC
→ i | -0.89
CC(=O)NCCOc1nc(N(C)C)nc(N(C)C)n1
→ i | 1
COc1ccc(C(CNC(=O)COc2ccccc2-c2ccccc2)N2CCOCC2)cc1 (stereo not given)
→ i | -1.6
CCCN(CCC)CCCNC(=O)C1c2cc(OC)c(OC)cc2C(=O)N(C)C1c1cccs1 (stereo not given)
→ i | -1.7
COc1ccc(-c2cc3c(=O)n(CC(=O)NCCCN4CCN(Cc5ccccc5)CC4)ncn3n2)cc1
→ i | -0.27
O=C(Nc1ccccc1F)C1COc2ccccc2O1 (stereo not given)
→ i | -2
CCCCOC(=O)C1=C(N)N2C(=O)C(C)SC2=C(C(=O)OCC)C1c1ccc(O)c(OC)c1 (stereo not given)
→ i | 2.7
COc1ccc(CN2CCC(=O)N([C@H](CO)c3ccccc3)CC2)cc1
→ i | -0.98
Cc1cc(C)c(NC(=O)C2CCCO2)c(C)c1 (stereo not given)
→ i | 0.09
CC(C)N1CCc2c(sc(NC(=O)c3cc(-c4cccs4)nc4ccccc34)c2C(N)=O)C1
→ -6.4* | -1.1
CCN1CCN(c2ccc(S(=O)(=O)N(CC)CC)cc2[N+](=O)[O-])CC1
→ i | -0.02
Cc1ccc(S(=O)(=O)NC(Cc2c[nH]c3ccccc23)C(=O)O)cc1 (stereo not given)
→ i | 0.31
CCC(C)c1ccccc1NC(=O)CN1CCN(C/C=C/c2ccccc2)CC1 (stereo not given)
→ i | -4.5*
CCCC/C=C1\CCc2c([nH]c3ccccc23)C1=O
→ i | 0.01
O=C(NC(=S)NN1CCCCC1c1cccnc1)c1ccc(Cl)cc1Cl (stereo not given)
→ i | -0.6
Clc1ccc(C(CCN2CCCC2)Cc2ccccc2)cc1 (stereo not given)
→ i | -2.9
c1ccc(Cc2nnc3sc(-c4cccs4)nn23)cc1
→ i | 0.14
Cc1cc(SCC(=O)Nc2ncc(Cl)cc2Cl)nc2ccccc12
→ i | 0.59
COc1cc(C2NC(=S)NC(C)=C2C(=O)c2ccccc2)ccc1O (stereo not given)
→ i | -0.67
CC(C)CC(=O)NC(=S)NCCc1ccccc1
→ i | -1.2
CCCCn1c(-c2nn(C)cc2Cl)n[nH]c1=S
→ i | -0.02
CCOC(=O)c1[nH]c(COC(=O)CCOc2ccccc2OC)c(C(=O)OCC)c1C
→ i | -0.28
CCOC(=O)C1CCN(S(=O)(=O)c2cccc(-c3cn4cc(C)ccc4n3)c2)CC1
→ i | -0.73
Cc1ccccc1C(=O)c1c[nH]c(C(=O)NCC2CCCO2)c1 (stereo not given)
→ i | 0.14
O=C(Cc1ccc2c(c1)OCCO2)c1c(O)cc(O)cc1O
→ i | -0.07
O=C(CCC1CCCN(C(=O)c2ccsc2)C1)NCc1ccc(F)c(F)c1 (stereo not given)
→ i | -0.63
COc1ccc(/C(N)=N/OC(=O)C2CCC(=O)N2S(=O)(=O)c2ccc(C)cc2)cc1OC (stereo not given)
→ i | -0.98
CC(O)CNC(=O)c1ccc(-c2nn(C)c(=O)c3ccccc23)cc1 (stereo not given)
→ i | 0.26
Cc1cc(OC(=O)c2cccc(F)c2)c([N+](=O)[O-])c(=O)[nH]1
→ i | -0.16
N#Cc1c(NC(=O)Cn2nc(C(F)(F)F)c3c2CCCC3)sc2c1CCC2
→ i | 0.62
O=C(OCC(=O)N1CCN(C(=O)c2ccco2)CC1)c1cc(-c2ccco2)nc2ccccc12
→ i | -0.87
Cc1cc(C)n(C(=O)c2ccc(C)c(S(=O)(=O)N3CCCC3)c2)n1
→ i | 3.6
O=C(NCc1cccs1)Nc1ccc2c(c1)OCO2
→ i | 1.4
Cc1cc(C)cc(NC(=O)c2cccc(NC(=O)C3C4CC5OC(=O)C3C5C4)c2)c1 (stereo not given)
→ i | 0.5
COc1ccc(N(CC(=O)Nc2ccc(OC)c(Cl)c2)S(=O)(=O)c2c(C)noc2C)cc1
→ i | 1.4
CC(C)(C)Cc1nnc(NC(=O)Cc2ccc([N+](=O)[O-])cc2)s1
→ i | 0.07
COc1ccccc1-c1nc(SCC(=O)N2CCOCC2)n[nH]1
→ i | -0.65
COc1ccc(CSc2nnnn2C)cc1[N+](=O)[O-]
→ i | 0.28
O=C(Cc1ccc([N+](=O)[O-])cc1)Nc1ccon1
→ i | -0.71
Cc1cccc(NC(=O)CCc2nc3sc4c(c3c(=O)[nH]2)CCCC4)c1
→ i | -0.14

Ordered by value in Kir21 block (rising): 4 from the list above.
The line under a structure holds: KCNQ2 inh | Kir21 block
O=C(OCC(=O)N1CCN(C(=O)c2ccco2)CC1)c1cc(-c2ccco2)nc2ccccc12
→ i | -0.87
O=C(CCC1CCCN(C(=O)c2ccsc2)C1)NCc1ccc(F)c(F)c1 (stereo not given)
→ i | -0.63
CC(C)(C)Cc1nnc(NC(=O)Cc2ccc([N+](=O)[O-])cc2)s1
→ i | 0.07
COc1ccc(N(CC(=O)Nc2ccc(OC)c(Cl)c2)S(=O)(=O)c2c(C)noc2C)cc1
→ i | 1.4

Back to the main list, repeating the 6 entries before the break.
The line under a structure holds: KCNQ2 inh | Kir21 block
COc1ccc(N(CC(=O)Nc2ccc(OC)c(Cl)c2)S(=O)(=O)c2c(C)noc2C)cc1
→ i | 1.4
CC(C)(C)Cc1nnc(NC(=O)Cc2ccc([N+](=O)[O-])cc2)s1
→ i | 0.07
COc1ccccc1-c1nc(SCC(=O)N2CCOCC2)n[nH]1
→ i | -0.65
COc1ccc(CSc2nnnn2C)cc1[N+](=O)[O-]
→ i | 0.28
O=C(Cc1ccc([N+](=O)[O-])cc1)Nc1ccon1
→ i | -0.71
Cc1cccc(NC(=O)CCc2nc3sc4c(c3c(=O)[nH]2)CCCC4)c1
→ i | -0.14
Cc1nn(-c2ccccc2)c(C)c1NS(=O)(=O)c1ccccc1
→ i | -1.1
Cc1ccc(C(C)NC(=S)NCc2ccc(F)cc2)cc1C (stereo not given)
→ i | -11*
CCOC(=O)C1(CC2CC2)CCN(S(=O)(=O)/C=C/c2ccccc2)CC1
→ i | -0.64
COc1ccc(-c2nnc(SCC(=O)Nc3nc4ccccc4s3)n2C)cc1
→ i | 1.2
Cc1ccccc1NC1=C(Cl)C(=O)OC1OC(=O)c1ccco1 (stereo not given)
→ i | 0.06
C=C(C)C(=O)N1CC2(CC(c3cccc(NC(=O)c4ccccc4)c3)=NO2)C[C@@H]1C(N)=O (stereo not given in full)
→ i | -0.6
CCn1cc(C(=O)NCCCOC)c(=O)c2cc(S(=O)(=O)N3CCC(C)CC3)ccc21
→ i | -1.4
Cc1ccc(NC(=O)CNC(=O)c2ccccc2F)cc1Cl
→ i | -0.4
O=[N+]([O-])c1ccc(Nc2ccccn2)c([N+](=O)[O-])c1
→ i | -0.04
CC(C)Oc1ccc(CNC(=O)CCC(=O)N2CCSc3ccccc32)cc1
→ i | 1.4
CCOCCCn1c(=S)[nH]c2cc(C(=O)NCC(OC)OC)ccc2c1=O
→ i | 0.01
COc1cc(/C=N/NC(=O)c2cc(-c3cccc(OC(C)C)c3)nc3ccccc23)ccc1O
→ i | -0.74
CC(=O)Nc1ccc(NC(=O)C(C)OC(=O)/C=C/c2cnc3ccccc3n2)cc1 (stereo not given)
→ i | 1.3
CCn1cc(CN2CCC(n3nccc3NC(=O)c3ccc4c(c3)OCO4)CC2)c(C)n1
→ i | -0.2
Cc1cccc(C(=O)OCCN2CCOCC2)c1
→ i | 0.05
CCc1cc(=O)oc2cc(O[C@@H]3O[C@H](CO)[C@@H](O)[C@H](O)[C@H]3O)c(Cl)cc12
→ i | -1.2
CCCCN(CC)Cc1ccc(CNC(=O)Nc2ccc(OC)cc2OC)o1
→ i | 0.06
O=C(c1cccnc1)N1CCN(Cc2ccc3c(c2)OCO3)CC1
→ i | 0.36
CCOc1ccc2nc(Cl)c(C3CC(c4ccccc4)=NN3C(=O)c3cccs3)cc2c1 (stereo not given)
→ i | -0.91
CC(=O)N/C(=C\c1ccccc1)C(=O)Nc1ccc(O)cc1
→ i | 0.02
O=C(NCCC1CCCCN1S(=O)(=O)c1cccs1)C(=O)Nc1ccc(F)cc1F (stereo not given)
→ i | -1.7
Cc1ccc(CSc2nnc(NC(=O)Cn3cnc4ccccc4c3=O)s2)cc1
→ i | 0.11
CCn1nnnc1SCC(=O)c1cc(Cl)ccc1OC
→ i | 0.62
Nc1cc(Cl)nc(N/N=C/c2c(O)ccc3ccccc23)n1
→ i | -0.32
Cc1ccc(/C=C(/C#N)C(=O)NC(C)c2ccccc2)o1 (stereo not given)
→ i | 1.9
CCOC(=O)c1cnc(-n2nc(C)cc2C)nc1N(C)C
→ i | 0.09
CCN(CC)c1ccc(C=Nc2ccc(C)cc2)c(O)c1
→ i | 0.02
COc1ccc(C(=O)NNC(=O)C(NC(=O)c2ccccc2NC(=O)c2ccco2)C(C)C)cc1 (stereo not given)
→ i | 1.4
CCC1(c2ccccc2)NC(=O)N(CC(=O)NCCN2C(=O)S/C(=C\c3cccnc3)C2=O)C1=O (stereo not given)
→ i | 0.6
C/C(=N\NC(=O)c1ccncc1)c1cccc(NC(=O)c2ccc(Cl)s2)c1
→ i | 0.11
Cc1ccc(C(=O)NC(=S)N2CCN(C)CC2)cc1
→ i | -0.12
Cc1ccc(S(=O)(=O)NNC(=O)c2ccncc2)cc1[N+](=O)[O-]
→ i | -0.82
Cc1ccc(NC(=O)CN2CCN(CCN=CC3=C(O)CC(c4ccc(C)cc4)CC3=O)CC2)cc1 (stereo not given)
→ i | -1.5
Cc1ccccc1Nc1nc(N)nc(CN2CCN(Cc3ccc4c(c3)OCO4)CC2)n1
→ i | -0.01
O=C(NNC(=S)Nc1cccc(C(F)(F)F)c1)c1cccc(Cl)c1
→ i | 0.03
Cc1ccc(C(=O)N[C@H](C(=O)OCC(=O)NC2CCS(=O)(=O)C2)C(C)C)cc1 (stereo not given in full)
→ i | 0.44
CC(=O)Nc1ccc(S(=O)(=O)NC(CC(=O)O)c2ccc(C)cc2)cc1 (stereo not given)
→ i | -0.08
O=C(CCCCC(=O)Nc1ccc(F)cc1)Nc1ccc(F)cc1
→ i | -0.01
CCCCC1=CC2=C(c3ccco3)C(=O)C(C)(OC(=O)c3ccc(OC)cc3)C(=O)C2=CN1CCCN(CC)CC (stereo not given)
→ i | -1.2
Cc1nc2ccccc2cc1C(=O)NCc1ccc(F)cc1
→ i | 1.8
C/C(=N/Nc1nc(-c2ccccc2)c(CC(=O)O)s1)c1ccccc1
→ i | -0.67
CCC(C)[C@H](NS(=O)(=O)c1ccc(C)cc1)C(=O)N1CCC(C(=O)N2CCC(C(=O)OC)CC2)CC1 (stereo not given in full)
→ i | 0.81
CN1CCN(C(=O)c2cnn3c(C(F)(F)F)cc(-c4ccc5c(c4)OCO5)nc23)CC1
→ i | 0.05
CCOC(=O)c1ccccc1OCc1cc(/C=N/NC(=O)c2ccncc2)ccc1OC
→ i | -0.2
C/C(CCN1CCCCc2nc(C)c(C)cc21)=N\O[C@@H](C)CN1CCCCc2nc(C)c(C)cc21
→ i | -2.8
O=C(NC1CCOC1)c1cc(COc2cccc(C(F)(F)F)c2)on1 (stereo not given)
→ i | -1.6
NC(=O)c1ccc(CSc2nc3ccccc3s2)cc1
→ i | 1.7
NC1=NC(=O)C(Cc2ccc(F)cc2)S1 (stereo not given)
→ i | 0.19
CCCNC(=O)c1csc2c1CCCCC2
→ i | 0.15
CCN(CC)C(=N)/C(C#N)=N/Nc1ccccc1
→ i | 0.56
COc1ccc(/C(O)=C2/C(=O)C(=O)N(c3ccccn3)C2c2cccc(Cl)c2)cc1 (stereo not given)
→ i | -0.28
Cc1nn(C)c(C)c1S(=O)(=O)N1CCCC(C(=O)NC2CCCCC2)C1 (stereo not given)
→ i | -1.7
Cc1nc2ccccc2n1-c1nc(-c2ccco2)cc(C(F)(F)F)n1
→ i | -1.4
Cc1nc2cc(-c3ccc(Cl)cc3)nn2c(C)c1CCC(=O)NCc1ccco1
→ i | -0.82
CCCc1n[nH]c(=O)c2c1nnn2Cc1ccccc1
→ i | -0.59
CCC(C)Oc1nc(C)cc(C)c1S(=O)(=O)c1ccccc1C (stereo not given)
→ i | -0.25
O=C(COc1ccccc1)Nn1cnc2ccccc21
→ i | 2.4
COc1cccc(C(=O)Nc2cccc3cccnc23)c1OC
→ i | -0.73
Cc1ncsc1CCC(=O)N1CCCC(C(=O)c2ccc3c(c2)OCO3)C1 (stereo not given)
→ i | 0.41
Cc1cc(C)c(C)c(S(=O)(=O)Nc2ccccc2C(=O)NCCCn2ccnc2)c1C
→ i | 0.34

Other structures:
The line under a structure holds: KCNQ2 inh | Kir21 block
O=C(Cn1nnc(-c2ccccc2F)n1)N1CCCCC1
→ i | 0.19
CC(C)C(C(=O)NCC1CCCO1)N(Cc1cccs1)C(=O)CNS(=O)(=O)c1ccccc1 (stereo not given)
→ i | -0.47
COc1ccc(C)cc1NC(=O)CCN1CCCC1
→ i | 1.1
CCCN1Cc2cccc(C(=O)NCCc3cccc(C)c3)c2C1=O
→ i | 0.02
CCOc1ccc(S(=O)(=O)NC(C)C)cc1C(N)=O
→ i | 2.7
CN(CC(=O)Nc1cccc(F)c1)C(=O)CCNC(=O)c1ccc(Br)cc1
→ i | 0.13
CCC1=NN(C(=O)COc2ccccc2)C(O)(c2ccncc2)C1 (stereo not given)
→ i | 2.4

High-throughput results (PubChem)
